# Bioassay records as filed in PubChem.
# UBC13 polyUb: human UBC13 polyubiquitination inhibition | P61088 | UBC13 polyubiquitin chain formation, TR-FRET | inhibition, % at 20 µM | actives 0.47% (n = 330,000) | AID 485273; in the data active = inhibition above about 45%, passing the limit was not always enough
# Target sequence (P61088 whole entry, looked up): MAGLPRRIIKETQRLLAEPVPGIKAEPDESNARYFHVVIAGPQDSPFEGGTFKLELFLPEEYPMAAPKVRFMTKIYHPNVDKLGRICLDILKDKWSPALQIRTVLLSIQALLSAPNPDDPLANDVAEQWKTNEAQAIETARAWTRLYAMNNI
# SENP8 block-1: inhibitors of human SENP8 protease; AID 602440; actives 0.64% (n = 360,000); inhibition, % at 20 µM; Q96LD8; recombinant SENP8, Nedd8 substrate fluorescence; in the data active = inhibition mostly above about 40%, no sharp cut-off; inactive = mostly below about 27%
# Target sequence (Q96LD8 whole entry, looked up): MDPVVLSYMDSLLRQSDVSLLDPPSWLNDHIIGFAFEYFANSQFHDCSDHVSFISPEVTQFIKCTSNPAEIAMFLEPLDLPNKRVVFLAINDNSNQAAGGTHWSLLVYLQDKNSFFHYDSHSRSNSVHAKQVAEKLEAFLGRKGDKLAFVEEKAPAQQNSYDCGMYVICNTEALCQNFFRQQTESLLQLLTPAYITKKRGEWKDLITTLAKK
# beta cell repl: induces beta-cell replication in MIN6 cells | MIN6 cells proliferation, ATPlite luminescence, 48 h; cells starved in 0.2% serum; 100% = growth in 10% serum | proliferation, % at 10 µM | actives 0.29% (n = 330,000) | AID 2380;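 active = compounds whose signal lies at least 3.5 SD above the mean of all wells on their plate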;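 also: 0% = DMSO-treated cells in low-serum medium and 100% = 10% serum control; some compounds called inactive have numbers as strong as hits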
# SENP6 inh: inhibitors of human SENP6 protease | Q9GZR1 | Recombinant SENP6 catalytic domain, aminoluciferin luminescence | inhibition, % at 10 µM | actives 1.8% (n = 330,000);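 active = inhibition above about 50% at the single tested dose, limit read from the data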;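 also: plate controls were DMSO wells with enzyme for no effect and DMSO wells lacking enzyme for full effect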
# Target sequence (Q9GZR1 628-1112 limits assumed): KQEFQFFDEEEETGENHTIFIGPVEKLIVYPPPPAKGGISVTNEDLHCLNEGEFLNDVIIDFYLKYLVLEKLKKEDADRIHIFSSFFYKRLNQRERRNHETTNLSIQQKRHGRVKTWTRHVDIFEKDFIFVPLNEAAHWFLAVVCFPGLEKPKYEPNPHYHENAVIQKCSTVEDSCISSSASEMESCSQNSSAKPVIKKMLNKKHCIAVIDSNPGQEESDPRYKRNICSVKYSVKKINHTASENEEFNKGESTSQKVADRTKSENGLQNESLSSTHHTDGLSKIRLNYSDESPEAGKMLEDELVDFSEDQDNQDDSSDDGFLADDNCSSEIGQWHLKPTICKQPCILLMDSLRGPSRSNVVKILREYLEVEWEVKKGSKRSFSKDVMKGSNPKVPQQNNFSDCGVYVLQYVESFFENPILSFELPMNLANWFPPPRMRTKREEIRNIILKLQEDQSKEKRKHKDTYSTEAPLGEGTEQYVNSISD
# SENP8 block-2: blocks the human protease SENP8. actives 1.2% (n = 330,000). Q96LD8. purified SENP8, Z-RLRGG-aminoluciferin cleavage, luminescence. AID 2540. inhibition, % at 10 µM; in the data active = inhibition above about 50%
# HKDC1 inh: HKDC1 (human) hexokinase inhibition; Q2TB90; recombinant HKDC1, G6PDH/diaphorase resazurin coupled fluorescence; inhibition, % at 20 µM; actives 0.16% (n = 340,000); AID 493160;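 active = inhibition above about 35% when tested at 20 µM, limit read from the data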;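 also: plate controls were DMSO wells with enzyme for no effect and DMSO wells lacking enzyme for full effect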
#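 Assay system – recombinant HKDC1 (HK5) hexokinase enzyme, produced in-house · Input – HKDC1 at 5 µg/mL · Reagent – glucose plus 1 mM ATP as hexokinase substrates · Timing – 90 min reaction incubation at room temperature, dark · Measured by – G6PDH/diaphorase-coupled fluorescence, 1 mM NADP, 100 µM resazurin, 525/613 nm · Benchmarks – DMSO-enzyme wells negative, buffer-substituted wells positive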
# SENP1 FRET inh: inhibitors of human SENP1 SUMO protease catalytic domain | Q9P0U3 | recombinant SENP1 catalytic domain, CyPet-SUMO1-YPet FRET cleavage | actives 0.21% (n = 360,000) | inhibition, % at 10 µM;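 active = inhibition at least 30% at 10 µM, raw YFP signal under a set limit, fluorescence ratio 0.5 to 1.5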;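 also: 0% = enzyme with DMSO and 100% = no enzyme wells; some results filed as inactive read as strong as hits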
#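 Assay system: hSENP1 catalytic domain, recombinant. Amount: SENP1 enzyme, 20 pM final. Schedule: 50 min reaction, RT, dark. Technique: FRET, CFP and YFP emission. Control set: no-enzyme wells low, DMSO-plus-enzyme wells high control.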
# PfG6PD inh: PfG6PD (Plasmodium falciparum) enzyme inhibition. PfGluPho enzyme, NADPH resazurin-diaphorase fluorescence. inhibition, % at 20 µM. actives 0.78% (n = 350,000). AID 504690;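 active = inhibition reaching at least a set limit at 20 µM in the primary screen, cut at about 59% in these data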;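 also: 0% = DMSO wells with substrate and 100% = DMSO wells lacking glucose-6-phosphate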
# SENP7 inh: SENP7 protease inhibition | Q9BQF6 | recombinant SENP7, Z-RLRGG-aminoluciferin luminescence, 40 min | inhibition, % at 5 µM | actives 1.5% (n = 330,000) | AID 434973;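 active = inhibition above about 50% at the single test dose, limit read from the data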;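 also: plate controls were DMSO with enzyme for no effect and no enzyme buffer wells for full effect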
# Active calls of the source: *; / = not tested or not shown. Compounds were not picked by outcome; any-hit rate near 4%.
SMILES,UBC13 polyUb,SENP8 block-1,beta cell repl,SENP6 inh,SENP8 block-2,HKDC1 inh,SENP1 FRET inh,PfG6PD inh,SENP7 inh
CCCCC(C)n1[nH]c(=O)cc1N (stereo not drawn),5,24,-1,-7,-3,-8,4,-23,2
O=S(=O)(c1ccccc1)N1CCC2(CC1)OCCO2,6,1,-1,15,-3,-8,3,10,-1
CCOc1ccccc1N1CCN(C(=O)c2cc(C)oc2C)CC1,-4,5,-3,-1,-1,-1,-7,0,3
Cc1cccc(NC(=O)c2ccccc2SCc2ccc(F)cc2)n1,5,4,0,-15,-5,-1,0,9,5
O=C(NCc1n[nH]c(=S)n1-c1ccc(Cl)c(Cl)c1)c1ccc(S(=O)(=O)N2CCOCC2)cc1,-4,6,1,3,4,-1,0,32,-3
COc1ccc(NC(=S)N(CCCN2CCCC2)Cc2ccco2)cc1,5,22,1,-9,-4,-3,2,6,3
Cc1nn(C)cc1CNC(=O)c1cccc(Cl)c1,22,16,-3,-20,-5,-9,1,-3,4
COc1cccc(-n2c(=O)c3c(C)c(C(=O)N(C)C)sc3n(CC(=O)NCCc3ccc(OC)c(OC)c3)c2=O)c1,18,9,0,7,-2,3,0,0,4
O=C(Cc1cccs1)NCc1ccc(Cl)cc1Cl,-4,1,-5,-6,4,-6,-4,-4,6
Cc1cc(NC(=O)c2cccc([N+](=O)[O-])c2)n(-c2ccccc2)n1,20,22,1,-10,-4,2,-1,-4,0
COc1ccc(OC)c(NC(=O)CSc2nnc(CNC(=O)c3ccccc3F)o2)c1,0,26,-4,1,-13,-4,1,-16,-7
COCCNC(=O)CN1C(=O)COc2ccc(S(=O)(=O)N3CC(C)CC(C)C3)cc21 (stereo not drawn),6,11,-4,5,-3,-5,1,-4,13
CC(Sc1nncs1)C(=O)NCc1ccc2c(c1)OCO2 (stereo not drawn),2,8,0,-1,1,-11,1,-1,3
CSCC[C@H](NC(=O)Nc1ccc(OC(F)(F)F)cc1)C(=O)O,2,27,0,18,6,-3,4,-16,-4
Cc1ccccc1NC(=O)C(NC1CCCCC1)C(C)C (stereo not drawn),-18,17,-4,-8,0,-6,1,-2,-4
COc1ccc(N(CC(=O)NCc2cccnc2)S(=O)(=O)c2ccccc2)c(OC)c1,2,2,-1,-14,-3,-2,-2,-29,6
O=C(Nc1cccc(OC(=O)c2ccc(Br)o2)c1)c1ccccc1,-3,13,-4,3,2,-1,1,14,9
Cc1ccccc1Nc1ncc(C#N)c(N)n1,0,6,-2,-10,-17,5,-8,9,-12
S=c1[nH]nc(C2CCCCC2)n1/N=C/c1ccccc1Cl,-2,21,-1,2,-8,4,3,50,-4
Cc1ccccc1OC1=NS(=O)(=O)c2ccccc21,5,6,-1,-16,-4,-6,3,-5,9

# Quoted from the listing.
# COc1cccc(-n2c(=O)c3c(C)c(C(=O)N(C)C)sc3n(CC(=O)NCCc3ccc(OC)c(OC)c3)c2=O)c1 in SENP8 block-2 is listed with -2
# S=c1[nH]nc(C2CCCCC2)n1/N=C/c1ccccc1Cl in SENP8 block-2 is listed with -8

# Further compounds follow:
SMILES,UBC13 polyUb,SENP8 block-1,beta cell repl,SENP6 inh,SENP8 block-2,HKDC1 inh,SENP1 FRET inh,PfG6PD inh,SENP7 inh
Cc1ccc(Sc2nc3c(c(=O)[nH]c(=O)n3C)n2CCc2ccccc2)cc1,12,12,4,-7,6,-2,4,5,4
CN(CC(=O)Nc1ccccc1N1CCOCC1)S(=O)(=O)c1ccc(Cl)cc1,5,12,-1,-14,-2,-5,0,1,5
CCOC(=O)c1c(C)c(C(=O)NCc2cccs2)c(C)n1CC,6,14,4,17,-3,10,1,6,5
CCC(C(=O)N1CCN(Cc2ccc3c(c2)OCO3)CC1)n1c(=O)[nH]c2ccccc2c1=O (stereo not drawn),4,7,-1,19,2,-3,1,-14,4
COC(=O)c1ccc(COC(=O)c2cccnc2Cl)cc1,2,6,1,51*,37,-4,-1,-4,46
Nc1ccc(C(=O)N/N=C\c2cc(N=Nc3cccc4ccccc34)ccc2O)cc1,-35,13,-7,7,0,9,-1,-25,14
O=C(c1ccc(Cl)cc1)N1CCC(c2nc(-c3cccs3)no2)CC1,-3,14,0,-2,-3,-3,3,-6,-8
CN1CCN(C2=CC3=CC(=C(C#N)C#N)CCC3CC2)CC1 (stereo not drawn),/,17,/,/,/,-1,-36,0,/
O=C(O)CCSc1nnc(COc2ccc(Cl)cc2)n1-c1ccccc1,7,8,-3,2,4,-2,1,-10,-6
CCN(c1ccc(OC)cc1)S(=O)(=O)N1CCCC(C(=O)NCc2ccccc2Br)C1 (stereo not drawn),2,6,-2,-1,1,-1,-1,13,-1
O=C(CSc1nnc(-c2ccccc2Cl)o1)N1CCCCC1,3,16,-3,-5,-3,-8,2,7,2
Cc1ccc(S(=O)(=O)N2CCN(C(=O)c3cc4c(s3)CCCC4)CC2)cc1,3,-16,-6,13,-6,5,-11,4,5
O=C(O)c1ccc(-n2nnnc2Oc2cccc3cccnc23)cc1,-14,11,-3,-8,-9,-5,1,-16,-13
CCOP(=O)(OCC)C(Nc1cccc([N+](=O)[O-])c1)c1ccc(N(C)C)cc1 (stereo not drawn),-4,11,2,-1,-10,-1,-6,0,-3
COC(=O)C1=C(C)N(c2ccc(Cl)cc2)/C(=C/c2ccc(O)cc2)C1=O,-24,0,-5,8,-1,19,1,2,-3
CCCc1c(OCCCCc2nn[nH]n2)ccc(C(C)=O)c1O,-21,6,-1,-6,-5,2,1,-29,-7
COc1ccccc1CNC(=O)c1c(-c2ccccc2Cl)noc1C,11,12,-1,6,0,-2,0,4,7
Cc1nc(N)sc1C(=O)N/N=C/c1cccnc1,92*,-9,-1,-7,-9,-2,2,-1,-7
COc1cccc(COC(=O)C2CCN(C(=O)c3ccccc3C)CC2)c1OC,-1,4,6,-13,-2,1,-2,-10,-12
Cc1cc(C)c(C#N)c(SCc2[nH]nc3c2C(c2ccccc2)C(C#N)=C(N)O3)n1 (stereo not drawn),2,6,-3,11,10,19,-7,-2,1
CCCN1CCN(C(=O)c2oc3ccccc3c2NC(=O)C2CC2)CC1,2,2,5,0,0,1,2,6,-1
CC1CCCCN1Cc1ccc(N(C)C)cc1 (stereo not drawn),2,-1,-1,-9,-2,-8,3,-6,-8
Cc1ccccc1NC(=O)Cc1nc(COC(=O)c2cccc(C)c2O)cs1,6,-8,-3,-9,1,-5,-4,11,-7
COc1ccc(CCN(Cc2nc3ccccc3c(=O)[nH]2)C(=O)c2ccco2)cc1OC,-8,21,-1,3,1,-4,1,-9,4
Cc1cccc(OCCCC(=O)Nc2ccccc2C(F)(F)F)c1,-2,17,0,-3,-4,-2,0,10,0
COc1ccc(OCC(O)CN2C(=O)c3ccccc3C2=O)cc1 (stereo not drawn),-3,20,7,-10,5,-4,0,4,9
CN(CC(=O)Nc1ccccc1Cl)C(=O)c1cccc(-n2cccc2)c1,-2,-4,-2,-12,11,-4,1,12,-6
CC[C@@H](C)[C@H](NC(=O)Cc1c(C)c2c(cc(C)c3c(C)c(C)oc32)oc1=O)C(=O)O,3,-260,1,-1,-13,2,-5,-17,-6
O=C(COC(=O)C1CC2C=CC1C2)Nc1c(Br)cc([N+](=O)[O-])cc1Br (stereo not drawn),-28,22,-3,-1,-11,-3,-2,37,-9
CSc1cccc(NC(=S)NN(C)C)c1,3,11,2,-2,1,-5,1,3,5
COc1ccc(CCNC(=O)CN2c3cccc4cccc(c34)S2(=O)=O)cc1OC,4,-333,4,-7,-9,10,-2,-15,-11
CCOc1ccccc1CNC(=O)Cn1ccc2cc(S(=O)(=O)N3CCCC3)ccc21,0,8,-5,0,-7,-3,0,7,-6
COC(=O)C1=C(C)N(c2ccc(F)cc2)C(=O)C1,-4,9,-3,-23,-4,-5,-1,-8,-9
COc1ccc(N2CCN(Cc3csc(C)c3-c3ccc(C)cc3)CC2)cc1,7,14,-7,3,-2,4,0,6,9
CCN(CC)C(=O)COc1coc(CN2CCN(c3cccc(Cl)c3)CC2)cc1=O,-3,26,-5,0,1,-4,-2,3,5
Cc1ccc(NC(=O)CNCc2ccccc2)c(Br)c1,7,1,-1,-33,-11,-5,2,10,-9
O=S(=O)(Nc1cccc2ccccc12)N1CCCC1,9,-34,3,-1,-3,-6,2,29,3
Cc1cc(C(=O)NCc2cc(C(=O)O)oc2C)c(C)o1,-5,8,-2,7,-8,2,-3,-10,-4
CC(=O)N/C(=C\c1ccccc1)C(=O)OCC(=O)c1c(N)n(CC(C)C)c(=O)n(C)c1=O,0,0,2,5,10,-3,0,-7,-8
O=C(Cc1ccccc1)NCC(=O)OCC(=O)c1ccccc1Cl,-8,0,1,-25,-1,-3,-1,-2,3
CCOc1ccc(/C=C(\C#N)C(=O)NC2CC2)c(OCC)c1,-2,-11,0,-51,3,10,-1,12,-5

# 7 structures out of the list, ordered by number of heavy atoms, descending:
SMILES,UBC13 polyUb,SENP8 block-1,beta cell repl,SENP6 inh,SENP8 block-2,HKDC1 inh,SENP1 FRET inh,PfG6PD inh,SENP7 inh
Cc1ccc(Sc2nc3c(c(=O)[nH]c(=O)n3C)n2CCc2ccccc2)cc1,12,12,4,-7,6,-2,4,5,4
O=C(O)CCSc1nnc(COc2ccc(Cl)cc2)n1-c1ccccc1,7,8,-3,2,4,-2,1,-10,-6
CSCC[C@H](NC(=O)Nc1ccc(OC(F)(F)F)cc1)C(=O)O,2,27,0,18,6,-3,4,-16,-4
Cc1cc(C(=O)NCc2cc(C(=O)O)oc2C)c(C)o1,-5,8,-2,7,-8,2,-3,-10,-4
O=S(=O)(Nc1cccc2ccccc12)N1CCCC1,9,-34,3,-1,-3,-6,2,29,3
COC(=O)C1=C(C)N(c2ccc(F)cc2)C(=O)C1,-4,9,-3,-23,-4,-5,-1,-8,-9
CC1CCCCN1Cc1ccc(N(C)C)cc1 (stereo not drawn),2,-1,-1,-9,-2,-8,3,-6,-8

# Reformatted: entries from further up
# Value order – UBC13 polyUb	SENP8 block-1	beta cell repl	SENP6 inh	SENP8 block-2	HKDC1 inh	SENP1 FRET inh	PfG6PD inh	SENP7 inh
> Cc1cccc(OCCCC(=O)Nc2ccccc2C(F)(F)F)c1
  -2	17	0	-3	-4	-2	0	10	0
> COc1ccc(OCC(O)CN2C(=O)c3ccccc3C2=O)cc1 (stereo not drawn)
  -3	20	7	-10	5	-4	0	4	9
> CN(CC(=O)Nc1ccccc1Cl)C(=O)c1cccc(-n2cccc2)c1
  -2	-4	-2	-12	11	-4	1	12	-6
